NR2E3 ag-1 = agonists of human nuclear receptor NR2E3. Q9Y5X4. GST-NR2E3/biotin-RetCOR TR-FRET, 1536-well. inhibition of corepressor binding, % at 4.78 µM. 320,000 compounds, 0.12% hits. AID 2300;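 active = percent inhibition above the cutoff of mean plus 3 SD of all tested compounds, set per screening campaign, cut at about 20% in these data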;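 note: 0% = DMSO wells and 100% = biotin wells as full block of FRET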
Target sequence (Q9Y5X4 whole entry, looked up): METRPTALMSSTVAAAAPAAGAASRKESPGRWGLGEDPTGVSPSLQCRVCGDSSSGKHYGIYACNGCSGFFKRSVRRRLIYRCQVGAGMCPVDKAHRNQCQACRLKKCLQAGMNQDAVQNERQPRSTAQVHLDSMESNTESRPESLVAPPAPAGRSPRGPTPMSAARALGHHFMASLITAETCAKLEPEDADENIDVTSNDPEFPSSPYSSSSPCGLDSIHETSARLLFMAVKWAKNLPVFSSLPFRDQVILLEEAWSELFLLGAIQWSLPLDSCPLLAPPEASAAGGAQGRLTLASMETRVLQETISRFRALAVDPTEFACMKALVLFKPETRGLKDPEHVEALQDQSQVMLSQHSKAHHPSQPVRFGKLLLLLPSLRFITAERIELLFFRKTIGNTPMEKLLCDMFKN
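Test system: GST-NR2E3 and biotin-RetCOR proteins | Quantity: 1.35 nM GST-tagged NR2E3 final | Medium: Tris pH 7.5 | Also added: 7 nM biotin-RetCOR | Dosing: Compound at 4.8 µM, single dose | Timing: 5 h at 4 °C | Detection: Time-resolved FRET | Read-out basis: Percent inhibition | Benchmarks: Biotin wells as high control, 0.6% DMSO wells as low control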
Shn3 inh set2 = Schnurri-3 reporter inhibition in Clone20 osteoblasts | Clone20 osteoblast Shn3 3'UTR firefly luciferase, 24 h | inhibition, % at 12.5 µM | 360,000 compounds, 0.52% hits | AID 588674;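 active = mean inhibition of at least 75% with every replicate also reaching 75%; inconclusive = mean inhibition at least 75% but some replicate below; inactive = mean inhibition below 75%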;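 note: 0% = median of neutral control wells and 100% = pilot-screen positive control compound; some compounds past the cut are filed as inactive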
PDI inh = blocks human protein disulfide isomerase activity. P07237. PDI insulin aggregation turbidity, A650, 90 min. inhibition, % at 10 µM. 350,000 compounds, 0.052% hits;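 active = mean inhibition across replicates of 30% or more, whatever share of single replicates reach that level; inconclusive = mean inhibition below 30% while every single replicate reaches 30%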;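 note: absorbance from insulin aggregation driven by PDI reduction with DTT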
Target sequence (P07237 whole entry, looked up): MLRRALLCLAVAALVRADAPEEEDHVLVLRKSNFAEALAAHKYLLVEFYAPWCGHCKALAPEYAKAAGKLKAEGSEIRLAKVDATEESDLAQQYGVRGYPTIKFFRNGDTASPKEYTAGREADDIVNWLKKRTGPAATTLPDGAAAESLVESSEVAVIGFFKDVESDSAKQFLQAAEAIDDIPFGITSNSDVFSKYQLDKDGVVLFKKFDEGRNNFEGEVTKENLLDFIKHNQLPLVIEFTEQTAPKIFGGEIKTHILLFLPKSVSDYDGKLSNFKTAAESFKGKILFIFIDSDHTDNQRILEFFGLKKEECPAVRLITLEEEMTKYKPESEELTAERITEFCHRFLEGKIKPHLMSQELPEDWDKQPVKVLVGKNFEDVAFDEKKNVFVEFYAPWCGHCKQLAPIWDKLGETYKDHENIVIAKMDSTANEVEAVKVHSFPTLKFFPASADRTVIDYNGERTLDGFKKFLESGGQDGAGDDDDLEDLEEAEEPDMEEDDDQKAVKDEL
CaV13 FRET inh = Disruptors of the CACNA1D IQ motif to Ca2+-dependent inactivation inhibitor domain association, primary screening, Förster resonance energy transfer in intact living … | inhibition, % at 12.3 µM | HEK cells, CFP/YFP FRET ICDI-IQ, plate reader, 10 min; percent FRET-ratio fall versus neutral wells | 340,000 compounds, 0.098% hits;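 active = mean replicate inhibition of at least 30% and at least 1% of replicates passing that level; inconclusive = only one of the two criteria is met; inactive = neither criterion is met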;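 note: 0% = median of the neutral control wells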
HIF-2a inh = inhibitors of HIF-2a; 786-0 RCC cells HIF-2a reporter, luciferase luminescence, overnight; inhibition, % at 18.8 µM; 360,000 compounds, 0.72% hits; AID 624352;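 active = inhibition of the luminescence signal of 40% or more relative to plate controls, in a single-dose primary screen at 18.75 µM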
Peg3 prom inh = inhibitors of Peg3 promoter | HeLa PEG-Prom luciferase reporter, luminescence, overnight | inhibition, % at 20 µM | 360,000 compounds, 1.7% hits | AID 588405;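 active = inhibition of at least 50% at 20 µM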
Vif imaging = blocks HIV Vif function | HEK293T cells, Vif self-association by quenched fluorescence, imaging, 24 h | inhibition, % at 7.49 µM | 340,000 compounds, 0.35% hits | AID 602346; in the data active = inhibition above about 50%, passing the limit was not always enough; inconclusive = no clear call, values can overlap the other calls; inactive = below about 31%; note: some results filed as inactive read as strong as hits
NR2E3 ag-2 = agonists of human NR2E3 nuclear receptor. inhibition of corepressor binding, % at 3.98 µM. 360,000 compounds, 0.35% hits. AID 602229. Q9Y5X4. CHO-S Gal4-NCOR/VP16-NR2E3 two-hybrid, luciferase;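 active = inhibition above the mean of all tested compounds plus 3 SD, cut at about 70% in these data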;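 note: 0% = DMSO with NR2E3 transfected cells and 100% = cells lacking NR2E3 construct; higher means lower luciferase signal from less NR2E3 corepressor binding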
MITF TRPM1 inh = MITF TRPM1 promoter inhibition in SK-MEL-5 cells; SK-MEL-5 TRPM1 promoter luciferase, 24 h; inhibition, % at 12.5 µM; 330,000 compounds, 0.83% hits; AID 488899;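 active = mean inhibition across replicates of 60% or more, whatever share of single replicates reaches that level; inconclusive = some that reach 60%, reason not given; inactive = mean inhibition across replicates below 60%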; note: values of inactives mirror those of a sister screen read the other way
CF NFkB block = cystic fibrosis NF-kB activation inhibition; inhibition, % at 5 µM; AID 588850; 360,000 compounds, 0.86% hits; KKLEB NF-kB-GFP reporter, PAF-induced, GFP fluorescence overnight;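 active = at least 50% inhibition at 5 µM, scaled per plate between neutral and stimulator controls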;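 note: PAF is a Pseudomonas aeruginosa culture filtrate used as stimulus; plate controls were PAF-stimulated DMSO wells for no effect and unstimulated DMSO wells for full effect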
KKLEB cytotox = CF airway cell cytotoxicity counter-screen | KKLEB CF airway cells viability, ATPlite luminescence, overnight; stronger effect = lower value; cells stimulated with P. aeruginosa culture filtrate | activity change (cytotoxicity), % at 5 µM | 360,000 compounds, 0.36% hits | AID 602141;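 active = corrected activity change at or below -50% at 5 µM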
Numbers without * were called inactive; ? = inconclusive; . = no result given. Rows were taken by chance. About 3.3% of those tested had a hit in this group.

nr	SMILES	NR2E3 ag-1	Shn3 inh set2	PDI inh	CaV13 FRET inh	HIF-2a inh	Peg3 prom inh	Vif imaging	NR2E3 ag-2	MITF TRPM1 inh	CF NFkB block	KKLEB cytotox
1	CC1(C(=O)Nc2ccc3c(c2)OCCO3)CCN1C(=O)C1(c2ccc(Cl)cc2)CC1 (stereo unspecified)	.	23	?	-9	21	26	-11	-2	.	-3	-5
2	Cc1ccc(C2=NN(C)c3nc4ccccc4n3C2)cc1	4	-4	-2	-2	-79	-75	.	-39	1	4	8
3	CC1(C)c2ccccc2N(CC(N)=O)C12C=Cc1ccccc1O2 (stereo unspecified)	0	.	-2	-4	17	14	-3	-10	9	11	-15
4	CCCCNc1cc(=O)n(C)c(=O)n1C	0	-24	3	.	2	14	19	-7	0	0	0
5	NC1=Nc2cccc3cccc1c23	-5	-9	3	-24	-12	-4	-2	-9	9	-16	-4
6	COc1ccc(C(=O)/C=C/Nc2cccc(C)n2)cc1OC	1	-78	-6	.	-288	-404	60*	-149	-89	-5	11
7	N#Cc1ccc(/C=C2\CCn3c2nc2cc(C(=O)O)ccc2c3=O)cc1	-2	-3	0	-4	11	-1	8	6	0	5	-12
8	COc1ccc(CNC(=O)c2cnc3n(c2=O)CCS3)cc1	2	15	7	-4	15	-9	.	-6	2	-6	4
9	N#CCC(=O)N/N=C\c1ccc(OC/C=C/c2ccccc2)cc1	3	5	5	-2	-45	-264	4	-132	-120	-32	6
10	CC1CCCCN1S(=O)(=O)c1ccc(C(=O)Nc2nnc(C3=COCCO3)o2)cc1 (stereo unspecified)	-1	-11	-5	-6	9	21	-7	9	3	16	2

Some entries already given, showing only NR2E3 ag-1, Peg3 prom inh and HIF-2a inh:
No. | Compound | NR2E3 ag-1 | Peg3 prom inh | HIF-2a inh
2 | Cc1ccc(C2=NN(C)c3nc4ccccc4n3C2)cc1 | 4 | -75 | -79
3 | CC1(C)c2ccccc2N(CC(N)=O)C12C=Cc1ccccc1O2 (stereo unspecified) | 0 | 14 | 17

Further compounds follow.
nr	SMILES	NR2E3 ag-1	Shn3 inh set2	PDI inh	CaV13 FRET inh	HIF-2a inh	Peg3 prom inh	Vif imaging	NR2E3 ag-2	MITF TRPM1 inh	CF NFkB block	KKLEB cytotox
11	Cc1cc(-c2ccccc2)[nH]c(=O)c1S(=O)(=O)c1ccc(Cl)cc1	2	-4	-6	-4	17	11	5	-18	2	-1	-27
12	CN(CC(=O)Nc1ccccc1Br)C(=O)c1ccccc1OCc1ccccc1Cl	.	11	-4	-5	2	29	-6	4	14	4	10
13	C[C@@H]1CN([C@@H](C)CO)C(=O)CCCn2nncc2CO[C@H]1CN(C)C(=O)OCc1ccccc1	.	-15	-3	-7	4	-2	.	-8	.	19	-6
14	Cc1nc(COC(=O)c2cc(O)c3ccccc3c2O)cs1	.	9	4	-6	-11	-14	-1	-3	10	11	-12
15	Cc1ccc(-n2nc3c(c2NC(=O)C(C)C)CS(=O)(=O)C3)c(C)c1	1	11	8	-3	6	9	-12	-9	3	-8	-5
16	C[C@H]1COC(=O)CC/C=C\C[C@H](CC(=O)N(CCO)Cc2ccccc2)C(=O)N1	.	0	3	-5	13	-12	-3	6	-22	7	7
17	CN(C)CCCC1(O)c2ccccc2C=Cc2ccccc21	1	7	-3	-3	15	-2	3	-4	4	11	-8
18	Cc1ccc(C(=O)NCCONC(=O)c2ccc(C)cc2)cc1	2	-7	-7	.	8	2	-4	-34	14	12	7
19	CC(C)(C)NC(=O)c1ccncc1	1	-1	5	-5	23	1	-13	1	-9	8	-16
20	CCOc1cc2c3c(c1)C1(C(=O)N3C(C)(C)C=C2C)C(C#N)=C(N)Oc2cc(O)ccc21 (stereo unspecified)	0	8	7	-5	30	30	-2	-36	1	15	8
21	CCc1c(C2(O)CCCCC2)[nH]c2cnccc12	2	16	0	-5	13	0	-4	7	7	14	-4
22	COc1cc(OC)cc(-c2c(-c3ccc(F)cc3)c3cc(-c4ccc(OC)nc4)ccc3n2C)c1	.	-10	-10	-10	9	28	7	-11	-6	2	-2
23	O=C(NNS(=O)(=O)c1ccccc1)c1cnn(-c2ccccc2)c1-n1cccc1	1	-18	-2	-7	8	7	2	5	0	0	-11
24	CCC(=O)Nc1nnc(CSCc2ccc(F)cc2)s1	-1	-2	-2	.	-2	-1	4	-4	-24	6	8
25	Cn1c(SCC(=O)N2CCCCCC2)nc2c([nH]c3ccccc32)c1=O	0	21	-3	-4	16	17	0	17	4	7	-2
26	O=c1[nH][nH]cc1C=Nc1ccc(Cl)cc1	3	-17	6	20	-14	-34	-4	13	5	-13	-5
27	Clc1ccccc1/C=N/N1CCN(Cc2ccccc2)CC1	0	-42	7	-5	-166	-81	0	-13	-28	-7	0
28	O=C(CSC1=NS(=O)(=O)c2cc(F)ccc2N1)NCc1ccccc1	0	-9	4	-5	5	7	-9	15	0	-8	11
29	COCC(=O)N(CCc1ccccc1)Cc1cc2cc(C)ccc2nc1Cl	0	1	1	-3	17	5	-2	18	8	20	-1
30	Cc1ccc(C(=O)N/N=C\C2CC=CCC2)cc1[N+](=O)[O-] (stereo unspecified)	-3	6	7	.	11	11	-5	-57	12	-8	14
31	CCOC(=O)c1cncc(O)c1	0	22	-3	-2	18	0	8	-2	-1	3	-20
32	Cn1c(=O)c2c(ncn2CC(=O)Nc2nc(-c3ccc(F)c(F)c3)cs2)n(C)c1=O	-3	4	-5	-6	5	-11	-3	-13	12	-6	-20
33	C=CCNC(=O)c1onc(CSc2ccc(Cl)cc2)c1C(=O)NCC=C	0	6	-1	-5	16	5	-6	18	-10	7	-12
34	N#CC(C#N)=C(N)/C(C#N)=C/c1cc(O)c(O)c(O)c1	11	17	-2	-5	7	4	-2	-15	-3	32	-20
35	O=C(O)CCCCCNC(=O)OCC1c2ccccc2-c2ccccc21	-2	13	6	-2	18	0	-4	-21	-1	-4	6
36	O=c1c2cnn(-c3ccccc3)c2ncn1Cc1cccnc1	0	12	20	-5	12	12	-1	0	10	1	-1
37	COc1cc(/C=N\NC(=O)CC#N)ccc1OC/C=C/c1ccccc1	.	26	2	-9	1	10	18	1	13	-27	1
38	Cc1cccc(Cc2c(C)nc3c(C(=O)N4CCN(Cc5ccc6c(c5)OCO6)CC4)cnn3c2C)c1	2	21	-11	-9	-1	18	-6	24	-2	16	0
39	CCC(C)NCCOCCOc1cc(C)c(Cl)c(C)c1 (stereo unspecified)	5	-27	-7	-2	12	-5	8	16	-2	-2	-4
40	CC1Cc2ccccc2N1C(=O)NC1CC(=O)N(c2ccc3c(c2)OCCO3)C1 (stereo unspecified)	-2	.	7	3	13	21	-2	0	12	2	-17

Already shown: entries from further up.
nr	SMILES	NR2E3 ag-1	Shn3 inh set2	PDI inh	CaV13 FRET inh	HIF-2a inh	Peg3 prom inh	Vif imaging	NR2E3 ag-2	MITF TRPM1 inh	CF NFkB block	KKLEB cytotox
26	O=c1[nH][nH]cc1C=Nc1ccc(Cl)cc1	3	-17	6	20	-14	-34	-4	13	5	-13	-5
27	Clc1ccccc1/C=N/N1CCN(Cc2ccccc2)CC1	0	-42	7	-5	-166	-81	0	-13	-28	-7	0
28	O=C(CSC1=NS(=O)(=O)c2cc(F)ccc2N1)NCc1ccccc1	0	-9	4	-5	5	7	-9	15	0	-8	11
29	COCC(=O)N(CCc1ccccc1)Cc1cc2cc(C)ccc2nc1Cl	0	1	1	-3	17	5	-2	18	8	20	-1
30	Cc1ccc(C(=O)N/N=C\C2CC=CCC2)cc1[N+](=O)[O-] (stereo unspecified)	-3	6	7	.	11	11	-5	-57	12	-8	14
31	CCOC(=O)c1cncc(O)c1	0	22	-3	-2	18	0	8	-2	-1	3	-20
32	Cn1c(=O)c2c(ncn2CC(=O)Nc2nc(-c3ccc(F)c(F)c3)cs2)n(C)c1=O	-3	4	-5	-6	5	-11	-3	-13	12	-6	-20
33	C=CCNC(=O)c1onc(CSc2ccc(Cl)cc2)c1C(=O)NCC=C	0	6	-1	-5	16	5	-6	18	-10	7	-12
34	N#CC(C#N)=C(N)/C(C#N)=C/c1cc(O)c(O)c(O)c1	11	17	-2	-5	7	4	-2	-15	-3	32	-20
35	O=C(O)CCCCCNC(=O)OCC1c2ccccc2-c2ccccc21	-2	13	6	-2	18	0	-4	-21	-1	-4	6
36	O=c1c2cnn(-c3ccccc3)c2ncn1Cc1cccnc1	0	12	20	-5	12	12	-1	0	10	1	-1
37	COc1cc(/C=N\NC(=O)CC#N)ccc1OC/C=C/c1ccccc1	.	26	2	-9	1	10	18	1	13	-27	1
